14-3-3 PPI – modulators of human 14-3-3 gamma - Raf peptide interaction; P61981; FP, 14-3-3gamma / TMR-pS259-Raf peptide binding; inhibition, % at 40 µM; 160,000 tested, 0.19% active; in the data active means inhibition above about 30%;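 further: 0% = protein plus tracer without compound and 100% = blank with tracer alone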
Target sequence (P61981 whole entry, looked up): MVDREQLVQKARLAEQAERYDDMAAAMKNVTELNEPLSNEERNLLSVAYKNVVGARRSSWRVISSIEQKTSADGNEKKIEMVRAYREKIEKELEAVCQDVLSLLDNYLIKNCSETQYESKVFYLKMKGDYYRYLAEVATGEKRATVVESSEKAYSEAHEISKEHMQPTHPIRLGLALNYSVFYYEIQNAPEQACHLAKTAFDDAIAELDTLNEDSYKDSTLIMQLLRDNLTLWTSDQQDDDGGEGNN
Numbers without * were called inactive; & = joins results of further samples.

SMILES	14-3-3 PPI
Cc1ccc(C2CC(c3ccc(Br)cc3)n3ncnc3N2)cc1 (stereo not drawn)	-2
CCCCOc1ccc(-c2ncc(Cl)cn2)cc1	-3
O=C(NC1CCCCC1)C1CCCN1S(=O)(=O)c1cccc2nsnc12 (stereo not drawn)	1
CCn1cc(C(=O)Nc2cc(Cl)c(OC)cc2OC)c(=O)c2ccc(C)nc21	-3
COc1cccc(-c2cc(C(=O)Nc3ccccc3C(F)(F)F)c3ccccc3n2)c1	8
Cn1cc(C(=O)NCc2ccco2)c(=O)c2cc(S(=O)(=O)N3CCCCC3)ccc21	0
O=C(COC(=O)c1cccnc1)c1ccc(Cl)cc1	-10
COc1cc2cc(CN(CCCO)S(=O)(=O)c3ccccc3Cl)c(=O)[nH]c2cc1OC	-6
FC(F)(F)c1cccc(N2CCN(c3ccc4nnc(-c5ccccc5)n4n3)CC2)c1	-1
CCC(C)NC(=O)C1CCN(S(=O)(=O)c2cccc3cccnc23)CC1 (stereo not drawn)	5
Cc1cc(C)cc(N2C(=O)c3ccccc3C2C(=O)NC2CCCC2)c1 (stereo not drawn)	1
CC1=C(C(=O)Nc2cccc(F)c2)C(c2ccccn2)C2=C(CCCC2=O)N1 (stereo not drawn)	-6
COCCNC(=O)c1ccc(-n2c(SCc3ccccc3F)nc3ccccc3c2=O)cc1	2
COc1cccc(-n2c(=O)[nH]cc(C(=O)Nc3ccc4c(c3)OCCO4)c2=O)c1	-8
O=C(CN1C(=O)COc2ccccc21)NCC1CCCO1 (stereo not drawn)	3
COc1cc(NS(=O)(=O)c2ccc3[nH]c(=O)oc3c2)cc(OC)c1	-3
N#Cc1ccccc1Sc1ccccc1C(=O)N1CCOCC1	3
COc1ccc(CNCCC2CCOC(C)(C)C2)cc1 (stereo not drawn)	0
CCOc1cccc(/C(O)=C2/C(=O)C(=O)N(Cc3ccco3)C2c2ccncc2)c1 (stereo not drawn)	-7
COc1ccc(CCN2C(=O)CN(C3CCCCCC3)C(=O)C2c2ccccc2F)cc1OC (stereo not drawn)	-6
CN(CC(=O)Nc1ccncc1)S(=O)(=O)c1ccc(Cl)cc1	-2
O=C(O)CN1C(=O)C2(OCCCO2)c2ccccc21	1
CCOC(=O)c1cnc(SCC(=O)c2ccccc2)nc1N	-10
COC(=O)CSc1nc2c(c(-c3cccs3)c1C#N)CCC2=Cc1cccs1	-25
O=C(Nc1cccc(-c2nc3ncccc3o2)c1)c1ccc([N+](=O)[O-])o1	-19
O=C(Nc1c2c(nn1-c1ccc([N+](=O)[O-])cc1)CS(=O)(=O)C2)c1cc([N+](=O)[O-])ccc1Cl	4
Cc1ccc(SC2=CC(=NS(=O)(=O)c3ccc(C)cc3)c3ccccc3C2=O)cc1	-27
COc1ccc(C2C(C(=O)NCCCN3CCN(C)CC3)c3ccccc3C(=O)N2C)cc1 (stereo not drawn)	1
CCCCSc1nnc2c(n1)OC(c1ccccc1OC)Nc1ccccc1-2 (stereo not drawn)	-1
O=C(c1cccnc1)N1CCc2ccccc2C1	-4
Cc1ccc(-n2nc3c(c2NC(=O)C2CCCC2)CSC3)cc1	-12
CN1C(=O)c2cccc3c(S(=O)(=O)Nc4ccccn4)ccc1c23	-2
Nc1ccc(CCc2nc3ccccc3o2)cc1	-8&-9
CCCSc1nnc2c(n1)OC1(Nc3ccc(Br)cc3-2)C(=O)Nc2ccc(F)cc21 (stereo not drawn)	-124
CCOc1ccc2[nH]c(=O)c(=O)[nH]c2c1	-62
ClC1(Cl)C2Cc3ccccc3OC21c1ccccc1 (stereo not drawn)	-2
O=c1nc2n(-c3ccc4ccccc4c3)c3ccc([N+](=O)[O-])cc3cc-2c(=O)[nH]1	-9
COC(=O)c1ccc(-c2nc3cc([N+](=O)[O-])cc(Cl)c3o2)cc1	-1
CC(C)CC(=O)N1CCN(S(=O)(=O)c2ccc(C(C)C)cc2)CC1	-6
O=C(CN1CCc2ccccc2C1)N1CCCc2c1c(=O)oc1ccc(OCc3ccccc3)cc21	-7
Cc1nc(N2CCC(C)CC2)c2c3c(sc2n1)CCCC3	-1
COc1ccc(OCC(O)CN2C(=O)c3ccccc3S2(=O)=O)cc1 (stereo not drawn)	-12
CN(C)c1ccc(-c2nc3cnccn3c2Nc2ccc3c(c2)OCCO3)cc1	-1
Cc1cc(=O)[nH]c(SCC(=O)Nc2ccc(S(=O)(=O)Nc3nccs3)cc2)n1	-2
COc1ccc2nc3oc(C(=O)NCc4ccccn4)cc3cc2c1	20
COc1ccc(-c2nn3c(COc4ccccc4)nnc3s2)cc1OC	-2
O=C(NCCCCNC(=O)c1c(F)c(F)c(F)c(F)c1F)c1c(F)c(F)c(F)c(F)c1F	-10
COc1cc2c(cc1NC(=O)c1ccc(C)cc1Cl)oc1ccccc12	1

Reformatted with bars between the fields: part of the list above.
structure | 14-3-3 PPI
COc1ccc(-c2nn3c(COc4ccccc4)nnc3s2)cc1OC | -2
O=C(NCCCCNC(=O)c1c(F)c(F)c(F)c(F)c1F)c1c(F)c(F)c(F)c(F)c1F | -10
COc1cc2c(cc1NC(=O)c1ccc(C)cc1Cl)oc1ccccc12 | 1

Next section:
SMILES	14-3-3 PPI
Cn1c(=O)c2c(SCc3ccc(F)cc3)nc(-c3ccc(F)cc3)nc2n(C)c1=O	5
Cc1ccc(NC(=O)N(CCCN2CCOCC2)Cc2cccnc2)cc1C	-11
CCCCN(C(=O)Cn1nnc2ccccc21)C(C(=O)NCc1ccco1)c1ccncc1 (stereo not drawn)	-8
CCCS(=O)(=O)c1c(S(=O)(=O)CCC)c2ccc(C(C)=O)cn2c1C(=O)OC	-17
Cc1sc2[nH]c(=O)n(-c3ccc(F)cc3)c(=O)c2c1C	-10
COC(=O)c1cc(OC)c(OC)cc1NC(=O)c1cccs1	0
Cc1ccc2oc(-c3cc(NC(=O)c4ccc([N+](=O)[O-])o4)ccc3Cl)nc2c1	-17
CC1(C)CC(=O)C=C(Nc2ccc(Cl)cc2)C1	8
S=c1nc[nH]c2c1oc1ccc(Br)cc12	-1
CC1CCC2(CC1)NC(=O)N(CC(=O)NC(=O)NC1CCCC1)C2=O (stereo not drawn)	-4
CCCCn1c(SCc2ccccc2F)nc2ccsc2c1=O	-8
CCCC(=O)Nc1cc(OC)c(NC(=O)NC2CCCCC2)cc1OC	-8
COc1ccc(C)cc1S(=O)(=O)n1c(C)nc2ccccc21	0
CCCOc1ccc(C2C(C(=O)OCC3CCCO3)=C(C)NC3=C2C(=O)CC(C)(C)C3)cc1OC (stereo not drawn)	6
Cc1csc(-c2coc3cc(O)cc(C)c3c2=O)n1	-13
Cc1ccc2nc(-c3cccnc3)oc2c1	0&-5
CCOc1ccc(NS(=O)(=O)c2ccc3[nH]cc(C(=O)N(C)C4CCCCC4)c(=O)c3c2)cc1	-73
N#Cc1c(NC(=O)CSc2nc3ccccc3[nH]2)sc2c1CCCC2	-17
COc1ccc(OC)c(C(=O)CN2C(=O)NC(C)(c3ccccc3)C2=O)c1 (stereo not drawn)	0
O=C(NCc1ccc(Cl)cc1)c1cnn2c(C(F)(F)F)cc(-c3ccccc3)nc12	2
O=C(O)c1cccc(NS(=O)(=O)c2ccc(NC(=O)c3ccco3)cc2)c1	1
Cc1ccc(NC(=O)Cn2c3ccccc3c(=O)c3cc([N+](=O)[O-])ccc32)c(C)c1	-18
CN1CCN(C(=O)C(=O)N2CCN(C)CC2)CC1	-2
O=C(Nc1ccc(NS(=O)(=O)c2ccc(Br)c(C(=O)Nc3ccccc3)c2)cc1)c1ccccc1	-19

Some of these compounds in order of their number in 14-3-3 PPI, rising:
SMILES	14-3-3 PPI
CCOc1ccc(NS(=O)(=O)c2ccc3[nH]cc(C(=O)N(C)C4CCCCC4)c(=O)c3c2)cc1	-73
O=C(Nc1ccc(NS(=O)(=O)c2ccc(Br)c(C(=O)Nc3ccccc3)c2)cc1)c1ccccc1	-19
COc1ccc(C)cc1S(=O)(=O)n1c(C)nc2ccccc21	0

More compounds
SMILES	14-3-3 PPI
CCOC(=O)c1cccc(N(Cc2ccccc2)S(=O)(=O)c2ccc([N+](=O)[O-])cc2)c1C	-1
Cc1ccc(NC(=O)c2cc3cc4ccc(C)cc4nc3o2)c(Br)c1	-7
CCc1ccc(N2C(=O)CN(Cc3cccs3)C2=S)cc1	-7
CCOC(=O)c1cnc(-n2nc(C)cc2C)nc1NCCc1ccccc1	3
Cc1cccn2c(=O)c3cc(C(=O)N4CCN(C(=O)c5ccco5)CC4)n(C)c3nc12	-5
CCn1cnc2sc(C(=O)Nc3cc(C)cc(C)c3)c(C)c2c1=O	-3
CCOC(=O)c1c(C)c(C(=O)Nc2ccc(N(C)C)cc2)c(C)n1CC	4
O=C(Nc1cccc(F)c1)C1CCC(CNS(=O)(=O)c2ccc(Br)s2)CC1 (stereo not drawn)	-9
Cc1ccc(CSc2nnc(-c3ccncc3)n2CC(C)C)cc1	0
O=S1(=O)N=CN(Cc2cccc(F)c2)c2ccccc21	0
O=C(Cn1c(=O)sc2ccccc21)Nc1ccc(S(=O)(=O)N2CCCC2)cc1	-3
CCOc1ccc(NC(=O)c2cc3c(n(-c4ccc(C)cc4)c2=O)CC(C)(C)CC3=O)cc1	-2

Fetched by structure from above:
SMILES	14-3-3 PPI
CCOC(=O)c1cccc(N(Cc2ccccc2)S(=O)(=O)c2ccc([N+](=O)[O-])cc2)c1C	-1
CCOC(=O)c1c(C)c(C(=O)Nc2ccc(N(C)C)cc2)c(C)n1CC	4
O=C(Nc1cccc(F)c1)C1CCC(CNS(=O)(=O)c2ccc(Br)s2)CC1 (stereo not drawn)	-9
CCOc1ccc(NC(=O)c2cc3c(n(-c4ccc(C)cc4)c2=O)CC(C)(C)CC3=O)cc1	-2
Cc1ccc(CSc2nnc(-c3ccncc3)n2CC(C)C)cc1	0
O=C(Cn1c(=O)sc2ccccc21)Nc1ccc(S(=O)(=O)N2CCCC2)cc1	-3
CCOC(=O)c1cnc(-n2nc(C)cc2C)nc1NCCc1ccccc1	3

(listing goes on)
SMILES	14-3-3 PPI
CCOC(=O)C1C(=O)C=C(c2cccc(OC)c2)CC1c1ccc(C(C)C)cc1 (stereo not drawn)	-5
CC(=O)C1C(c2ccc(Cl)cc2)c2c(noc2C)CC1(C)O (stereo not drawn)	-3
CCOC(=O)c1sc2ncnc(NCC(c3cccs3)N(C)C)c2c1C (stereo not drawn)	-23
Cc1ccc(N2C(=O)C(N3C(=O)c4cccc([N+](=O)[O-])c4C3=O)C2c2ccc(F)cc2)cc1Cl (stereo not drawn)	-1
CSc1ncc(Cl)c(C(=O)NCc2ccc3c(c2)OCO3)n1	-1
COc1ccc(OCC(=O)Nc2cc(-c3nn(C)c(=O)c4ccccc34)ccc2OC)cc1	-4
COc1ccccc1NC(=O)c1cc(S(=O)(=O)NCc2ccco2)ccc1F	-12
O=C(CSC1=NCCN1)NC12CC3CC(CC(C3)C1)C2	-9
COc1cccc(C2C(C(=O)Nc3nc4ccc(Br)cc4s3)=C(C)NC3=C2C(=O)CCC3)c1OC (stereo not drawn)	-11
Cc1nc2c(oc3nc(-c4ccoc4)c4c(c32)CC(C)(C)OC4)c(-c2ccc(Br)cc2)c1C(=O)O	-70
COc1cc(C=Cc2nc3cc(Cl)ccc3c(=O)n2-c2ccc(C(=O)O)cc2)cc(OC)c1OC	-13
COC(=O)C1=C(NC(=O)c2ccc(Cl)cc2)CCS1	-3
O=C(NCC1CCCO1)c1nc2c(nnn2Cc2ccc(F)cc2)c(=O)[nH]1 (stereo not drawn)	-2
O=c1cccc(-c2ccc(Br)cc2)o1	-2
Cc1ccc(CC2C(=O)N(c3cc(Cl)ccn3)C(=O)C2C)cc1 (stereo not drawn)	-5
CCC(CC)C(=O)Nc1c2c(nn1-c1ccc(C)cc1)CS(=O)(=O)C2	-1
O=C(NCc1ccc(F)cc1)c1ccc2c(=O)n(C3CCCC3)c(=S)[nH]c2c1	-314
CC(c1ccc(C(=O)C(F)(F)F)o1)c1ccc(C(=O)C(F)(F)F)o1	-36
CCc1ccc(-n2c(=O)c3c(C)c(C)sc3n(CC(=O)NCC3CCCO3)c2=O)cc1 (stereo not drawn)	-5
CCCCOC(=O)c1ccc2c(c1)C(=O)N(c1ccc(C)c(C)c1)C2=O	1
CC1(C)CC(=O)C(C=Nc2ccc3[nH]ncc3c2)=C(O)C1	-2
CCC(Sc1nnc2c3ccccc3n(CC)c2n1)C(=O)Nc1ccccc1OC (stereo not drawn)	-1
CSc1sc(C)cc1C1C(C(=O)Nc2ccccn2)=C(C)NC2=C1C(=O)CC(c1ccccc1)C2 (stereo not drawn)	-6
COc1ccc(C2C(C(=O)OC(C)C)=C(C)NC3=C2C(=O)CC(c2ccc(Cl)cc2)C3)c(OC)c1 (stereo not drawn)	0
CC(C)C[C@H](NC(=O)Nc1cccc(C(F)(F)F)c1)C(=O)O	-2
COc1ccc(C=Nc2nc(-c3ccccc3)c(C)s2)cc1OC	0
COc1ccc2c(c1)c(C(=O)CN1CCN(C(=O)c3ccco3)CC1)c(C)n2C	-2
COc1ccc(-n2nc3c(c2NC(=O)c2cc(Cl)ccc2OC)CS(=O)(=O)C3)cc1	-3
CCn1c2ccccc2c2nnc(SCC(=O)Nc3ccccc3OC)nc21	-5
CC(C)C(=O)N1CCc2cc(-c3csc(N)n3)ccc21	-43
CSC1CCCCC1(O)CSc1nc2ccccc2o1 (stereo not drawn)	-4&0
O=S(=O)(c1ccc(NCCc2c[nH]c3ccccc23)nc1)N1CCOCC1	0
O=C(O)CCCNc1cc(N2CCN(C3CCCCC3)CC2)c2noc3c2c1C(=O)c1ccccc1-3	-104
O=C(NC1CCCCCCC1)c1ccc(CNS(=O)(=O)c2ccc(Br)cc2)cc1	5
Cc1noc(C)c1C(=O)Nc1ccc(Cl)cc1C(F)(F)F	-7
O=C(NCCc1ccccc1)c1c(O)c2cccc3c2n(c1=O)CCC3	-3
CCOc1ccccc1OCCCCN1CCCC1	2
O=C(Cn1nnc(-c2ccc3c(c2)OCO3)n1)Nc1ccccc1Cl	-15
CCCC(CCC)C(=O)OC1C[C@H]2CC[C@@H](C1)[N+]2(C)C (stereo partly drawn)	-3
CC(C)COC(=O)CCNc1n[nH]c(=O)[nH]c1=O	6
CCc1ccccc1N(C)S(=O)(=O)c1ccc2[nH]cc(C(=O)O)c(=O)c2c1	63*

Screens: PubChem BioAssay, Emory University Molecular Libraries Screening Center

This is a subset (hit frequency here may not be typical).
